# PTHR1 ag = PTHR1 (human) receptor agonism; Q03431; HEK293 GP2 PTHR1 cells, GloSensor cAMP luminescence, 1 h; Potency, µM (doses to about 115 µM), without a hit: at the top dose activation, usual class: activators; actives 0.075% (n = 410,000); note: potency is the fitted concentration of half-maximal effect; nearly all actives have a fitted effect of over 55% in size; some results filed as inactive show a strong effect at the top dose; inactives centre near -15; many of its hits are not listed in these tables
# Target sequence (Q03431 whole entry, looked up): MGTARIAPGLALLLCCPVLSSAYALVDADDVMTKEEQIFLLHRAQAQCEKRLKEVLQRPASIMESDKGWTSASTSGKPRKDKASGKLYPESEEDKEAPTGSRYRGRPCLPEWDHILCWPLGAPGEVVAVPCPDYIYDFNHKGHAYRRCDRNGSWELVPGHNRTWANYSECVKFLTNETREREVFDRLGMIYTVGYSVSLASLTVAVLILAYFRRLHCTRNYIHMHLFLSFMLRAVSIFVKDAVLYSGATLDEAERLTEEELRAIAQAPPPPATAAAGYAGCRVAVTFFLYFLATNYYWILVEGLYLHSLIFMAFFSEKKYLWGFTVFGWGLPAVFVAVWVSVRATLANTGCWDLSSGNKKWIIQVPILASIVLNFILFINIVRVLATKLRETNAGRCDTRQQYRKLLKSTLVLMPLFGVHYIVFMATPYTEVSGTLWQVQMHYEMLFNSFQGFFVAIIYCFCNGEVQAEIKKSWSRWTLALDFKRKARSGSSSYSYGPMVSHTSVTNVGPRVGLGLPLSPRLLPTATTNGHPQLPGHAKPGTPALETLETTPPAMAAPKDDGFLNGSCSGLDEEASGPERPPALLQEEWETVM
#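 HEK-293-derived GP2 cells expressing PTHR1 and a GloSensor cAMP reporter, 3,000/well, plated overnight, given luciferin plus IBMX (each 0.5 mM as added) for 1 h at 37 °C, then compound for 1 h at 37 °C. Luminescence was read after 15 min at room temperature.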
# TDP-43 yeast inh = rescues yeast growth from TDP-43 toxicity | TDP-43 expressing yeast growth rescue, BacTiter-Glo, 24 h | Potency, µM (doses to about 46.1 µM), inactives show at the top dose growth rescue (activation), hits mostly activators | actives 1.8% (n = 410,000); note: potency is the fitted concentration of half-maximal effect; % of control where 0% means no effect; nearly all actives have a fitted effect of over 50% in size
#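 Galactose-induced TDP-43 yeast, OD600=0.02, compound pinned; 24 hr, 30 deg C; BacTiter-Glo luminescence for growth. Inhibitors of TDP-43 toxicity read as activators.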
# GLP-1R agonist = GLP-1 receptor (human) agonism. Potency, µM (titrated, usually from 45.6 µM), for inactives: top-dose activation, usual class: activators. actives 0.007% (n = 380,000). P43220. HEK293 GLP-1R CRE-luciferase, luminescence, 4-6 h; cells express a hypersensitive GLP-1R form; note: potency is the fitted concentration of half-maximal effect; % of control where 0% means no effect
# DRD3 antagonist = antagonists of human D3 dopamine receptor | D3R cells, DiscoveRx beta-arrestin luminescence, antagonist mode; stronger effect = lower value | max response, negative = inhibition, % | actives 2.5% (n = 360,000); in the data active = max response below about -50%; inconclusive = no clear call, values can overlap the other calls; note: % is set by controls: 0 for no effect and ±100 for the full control effect; mostly tested at two doses, the higher about 12 µM
# Target sequence (P35462 whole entry, looked up): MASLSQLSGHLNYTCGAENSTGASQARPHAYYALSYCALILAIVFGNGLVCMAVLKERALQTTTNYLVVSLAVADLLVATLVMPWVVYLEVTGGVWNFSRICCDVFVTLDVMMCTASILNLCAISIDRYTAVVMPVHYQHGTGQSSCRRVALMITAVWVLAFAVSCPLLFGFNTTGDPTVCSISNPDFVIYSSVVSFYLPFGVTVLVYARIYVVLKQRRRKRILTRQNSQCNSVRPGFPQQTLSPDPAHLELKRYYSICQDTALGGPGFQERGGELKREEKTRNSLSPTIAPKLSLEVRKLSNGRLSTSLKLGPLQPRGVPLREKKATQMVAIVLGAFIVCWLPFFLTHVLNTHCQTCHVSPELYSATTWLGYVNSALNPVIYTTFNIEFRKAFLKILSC
#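 Cells expressing the human receptor were seeded at 1500 cells/well, incubated overnight at 37 degrees C in 5% CO2, then exposed to library compounds with dopamine controls for 90 minutes at 37 degrees C before luminescent detection.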
# Abeta yeast res = compounds reversing amyloid beta toxicity in yeast. AID 1347071. yeast expressing A-beta42, growth rescue, OD600, 48 h; response scale: 0% DMSO, 100% iron-clioquinol control. actives 0.063% (n = 410,000). Potency, µM (doses to about 46.1 µM), inactives show at the top dose growth rescue, most hits filed as activators; note: potency is the fitted concentration of half-maximal effect; nearly all actives have a fitted effect of over 55% in size
#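 Yeast A-beta toxicity model in growth medium with pinned compounds, 48 h at 30 C; growth read as absorbance at 600 nm. Normalized to FeCl3/clioquinol equimolar mix (positive) and DMSO (negative).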
# Akt phos inh = Akt phosphorylation inhibition; Neuro2A IGF-stimulated pAkt S473 HTRF, 20 min; stronger effect = lower value; activity change, % for hits at 50 µM; actives 0.32% (n = 360,000); AID 651550; in the data active = activity change below about -80%; inconclusive = mostly about -51% to -80%; note: % is set by controls: 0 for no effect and ±100 for the full control effect
#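 Single-point screen (50 µM final compound) in Neuro2A cells stimulated 20 min with 6 nM IGF at 37 deg C. After lysis, Ser473-phosphorylated Akt read by HTRF (ex 330 nm, em 615/665 nm) as the 665/615 ratio.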
# aSyn yeast inh = rescues yeast growth from alpha-synuclein toxicity; Potency, µM (series often up to 46.1 µM), for inactives: at the highest dose growth rescue (activation), actives largely listed as activators; actives 0.14% (n = 370,000); AID 652106; Yeast expressing alpha-synuclein, growth rescue, BacTiter-Glo, 24 h; note: potency is the fitted concentration of half-maximal effect; % of control where 0% means no effect; nearly all actives have a fitted effect of over 65% in size
#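 Screening used galactose-induced yeast with toxic alpha-synuclein levels, exposed to compound for 24 hr at 30 deg C. Cell growth, read with BacTiter-Glo luminescence, gave the measured signal.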
# GLP-1R inv ag = GLP-1 receptor (human) inverse agonism. HEK293 GLP-1R CRE-luciferase, luminescence, 24 h; GLP-1R form is constitutively active. Potency, µM (highest dose often 38.3 µM), for inactives: at the top dose activity change, negative = inhibition, usual class: inhibitors. actives 1.6% (n = 410,000). AID 624417; note: potency is the fitted concentration of half-maximal effect; % is set by controls: 0 for no effect and ±100 for the full control effect; nearly all actives have a fitted effect of over 55% in size
#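 HEK293 cells stably co-expressing a cAMP-responsive luciferase reporter and constitutively active GLP-1R were seeded, incubated 12 h, then exposed to compounds for 24 h at 37 C. Luminescence was read 12 min after detection reagent; inverse agonists lower signal.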
# FUS suppressor = suppressors of FUS proteinopathy in yeast. AID 1347120. S. cerevisiae FUS-expressing, growth rescue, OD600, 24 h. Potency, µM (series often up to 76.6 µM), without a hit: at the top dose growth rescue (activation), actives largely listed as activators. actives 0.24% (n = 390,000);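 note: potency is the fitted concentration of half-maximal effect; plate controls were DMSO vehicle for no effect and reference control for full effect; nearly all actives have a fitted effect of over 55% in size; some results filed as inactive show a strong effect at the top dose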
#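 Yeast expressing FUS under galactose induction, OD 0.005 in 2% galactose medium; compounds in a dilution series, 24 h at 30C. Growth rescue by absorbance at 600 nm; CP55940 positive control, DMSO negative.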
# * = called active by the depositor; i = inactive; u = inconclusive; x = not tested or not shown; & = joins results of further samples; [ ] = another dose, or the depositor's remark. Unless noted, calls come from the whole dose curve; as a rule, active = well fitted curve in the direction sought with a large enough effect; inconclusive = small, poorly fitted or top-dose-only effect, or another doubt; inactive = no such curve, though single readings can be large; an effect the other way counts as inactive or inconclusive. A portion of the library. The share of hits here may be higher or lower than overall.
# Start of the listing, in advance:
SMILES,PTHR1 ag,TDP-43 yeast inh,GLP-1R agonist,DRD3 antagonist,Abeta yeast res,Akt phos inh,aSyn yeast inh,GLP-1R inv ag,FUS suppressor
CC(C)CC(=O)Nc1ccc(S(=O)(=O)Nc2cc3c(cc2N2CCOCC2)n(C)c(=O)c(=O)n3C)cc1,i,8%,x,x,-4%,x,x,10%,28%
CCN(C(=S)NCc1ccccc1)c1ccccc1,-4%,u,3%,3,u,i,5%,u,-13%

# Main list, from the start:
SMILES,PTHR1 ag,TDP-43 yeast inh,GLP-1R agonist,DRD3 antagonist,Abeta yeast res,Akt phos inh,aSyn yeast inh,GLP-1R inv ag,FUS suppressor
CC(C)CC(=O)Nc1ccc(S(=O)(=O)Nc2cc3c(cc2N2CCOCC2)n(C)c(=O)c(=O)n3C)cc1,i,8%,x,x,-4%,x,x,10%,28%
CCN(C(=S)NCc1ccccc1)c1ccccc1,-4%,u,3%,3,u,i,5%,u,-13%
COc1cccc2c1OC1(N3CCOCC3)CCCCC1C2C[N+](=O)[O-] (configuration not stated),-16%,0%,10%,-11,-1%,i,u,-29%,1%
O=C(CSc1nc2ccc(Cl)cc2[nH]1)NCc1ccco1,-31%[inhibitor],-6%,18%,-14,7%,i,-2%,-12%,11%
O=c1cc(N2CCN(Cc3ccccc3)CC2)[nH]c(=O)n1-c1ccc(Br)cc1,i,23%,-3%,0,4%,i,-3%,-1%,-6%
COCCCn1c(=O)c2sccc2n2c(CCCC(=O)Nc3cccc(C(F)(F)F)c3)nnc12,i,12%,x,x,-8%,x,x,7%,9%
COC(=O)c1ccc(CNC(=O)c2ccc3oc(C(C)C)nc3c2)cc1,-45%,19%,3%,6,-5%,i,0%,7%,21%
COc1ccc(/C=N/N=C2/NC(=O)C(c3ccccc3)S2)c(OC)c1 (configuration not stated),i,11%,0%,-17,28%,i,-1%,-1%,-14%
CCn1c(SCC(=O)NCC2CCCO2)nnc1-c1ccccc1 (configuration not stated),i,-11%,3%,1,-15%,i,0%,22%,4%
Cc1nc2nc(COc3ccccc3)[nH]n2c(=O)c1Cl,-13%[57.5 µM],1%,4%,10,-6%,i,-7%,u,-4%
Cc1ccc(S(=O)(=O)N/N=C2/CCCCC2C2CCCCC2)cc1[N+](=O)[O-] (configuration not stated),-46%[inhibitor],25%,-1%,9,24%,i,2%,1%,x
COc1cccc(C(=O)N2CCC(C(=O)NCc3ccc(C)cc3)CC2)c1,-22%,-6%,8%,3,1%,i,3%,-8%,11%
COc1ccc(S(=O)(=O)c2c(O)c3ccc(C(=O)Nc4ccccc4Cl)cc3[nH]c2=O)cc1,-15%,-5%,-5%,-11,-4%,i,-5%,14%,-11%
O=C1c2ccccc2-c2onc3c(N4CCN(CCO)CC4)cc(N4CCN(C(=O)c5ccco5)CC4)c1c23,-25%,-42%[inhibitor],6%,-5,-21%,i,-19%,11µM*,u
O=C1CCC(C(=O)N2CCCCO2)CN1CCc1ccccc1 (configuration not stated),i,-4%,0%,-3,-6%,i,9%,0%,23%

# 9 neighbouring compounds already listed, for reference:
SMILES,PTHR1 ag,TDP-43 yeast inh,GLP-1R agonist,DRD3 antagonist,Abeta yeast res,Akt phos inh,aSyn yeast inh,GLP-1R inv ag,FUS suppressor
CC(C)CC(=O)Nc1ccc(S(=O)(=O)Nc2cc3c(cc2N2CCOCC2)n(C)c(=O)c(=O)n3C)cc1,i,8%,x,x,-4%,x,x,10%,28%
CCN(C(=S)NCc1ccccc1)c1ccccc1,-4%,u,3%,3,u,i,5%,u,-13%
COc1cccc2c1OC1(N3CCOCC3)CCCCC1C2C[N+](=O)[O-] (configuration not stated),-16%,0%,10%,-11,-1%,i,u,-29%,1%
O=C(CSc1nc2ccc(Cl)cc2[nH]1)NCc1ccco1,-31%[inhibitor],-6%,18%,-14,7%,i,-2%,-12%,11%
O=c1cc(N2CCN(Cc3ccccc3)CC2)[nH]c(=O)n1-c1ccc(Br)cc1,i,23%,-3%,0,4%,i,-3%,-1%,-6%
COCCCn1c(=O)c2sccc2n2c(CCCC(=O)Nc3cccc(C(F)(F)F)c3)nnc12,i,12%,x,x,-8%,x,x,7%,9%
COC(=O)c1ccc(CNC(=O)c2ccc3oc(C(C)C)nc3c2)cc1,-45%,19%,3%,6,-5%,i,0%,7%,21%
COc1ccc(/C=N/N=C2/NC(=O)C(c3ccccc3)S2)c(OC)c1 (configuration not stated),i,11%,0%,-17,28%,i,-1%,-1%,-14%
CCn1c(SCC(=O)NCC2CCCO2)nnc1-c1ccccc1 (configuration not stated),i,-11%,3%,1,-15%,i,0%,22%,4%

# Additional records
SMILES,PTHR1 ag,TDP-43 yeast inh,GLP-1R agonist,DRD3 antagonist,Abeta yeast res,Akt phos inh,aSyn yeast inh,GLP-1R inv ag,FUS suppressor
CN(C(=O)Nc1cnccc1C(F)(F)F)C1CCCCC1,i,-17%,3%,-16,1%,i,0%,0%,35%
Cc1cc(C)n(CC(C)NC(=O)CCc2nnc(CCc3ccccc3)o2)n1 (configuration not stated),-12%,-4%,0%,5,-4%,i,3%,5%,13%
Cc1ccc(C2N(c3ccc(Cl)c(Cl)c3)C(=O)C3CCCN32)o1 (configuration not stated),-2%[57.5 µM],11%,-8%,-26,5%,i,2%,-12%,12%
O=C1C=C(c2cccc(Cl)c2O)C[C@@H](c2ccc(F)cc2)C1,-48%[inhibitor],u,8%,-58*,-48%[inhibitor],i,16%,-4%,-13%
C/C(=C/C(=O)O)C(=O)Nc1cccc(C(F)(F)F)c1,i,16%,-1%,-8,1%,i,5%,9%,-3%
CCOc1[nH]c(/N=C/c2ccco2)c(C#N)c1C#N,-10%[57.5 µM],1%,2%,-17,-7%,x,3%&2%,5%,-17%
Cc1ccc(NC(=O)Cn2nnc(C(=O)NCc3cccs3)c2N)cc1Cl,-20%,5%&18%,0%,10,0%&-10%,i,5%,u,-9%&-5%
CCCc1nnc(NC(=O)CCS(=O)(=O)Cc2ccccc2)s1,-4%,19%,10%,0,u,i,6%,15%,-20%
CC(C)(C)c1ccc(Oc2ccc(N)cc2)cc1,-12%,35µM*,-12%,0,-41%[inhibitor],i,u,u,x
CNC(=O)c1cc(NC(=O)N(CCC#N)CCN(C(=O)NC(Cc2ccccc2)C(=O)NC(CC(C)C)C(=O)NC)c2ccccc2)ccc1OC (configuration not stated),27%,0%,1%,27,0%,i,0%,7%,x
COc1ccc(C(CNC(=O)CSc2ccccc2)N2CCOCC2)cc1 (configuration not stated),-2%,-9%,4%,20,-6%,i,-1%,-5%,-20%
COc1ccc(S(=O)(=O)N2CCOCC2)cc1C(=O)NCC(c1ccco1)N1CCCC1 (configuration not stated),-18%,-1%,11%,-3,2%,i,0%[1.84 µM],1%,-3%
Cn1ccnc1SC(=O)N1c2ccccc2Sc2ccccc21,-6%[57.5 µM],22%,u,15,12%,i,3%,-16%,1%
CS(=O)(=O)N(CC(=O)Nc1ccc2c(c1)OCO2)c1ccc2c(c1)OCO2,22%[57.5 µM],-18%,-8%,16,-7%,i,-1%,2%,33%
CSc1nc2nc3c(cc2c(=O)n1-c1ccccc1)COC(C)(C)C3,i,-4%,18%,10,-11%,i,4%,13%,13%
Cc1ccc(-c2c[n+]3c(n2-c2ccccc2)CCC3)cc1,-79%[inhibitor],-9%,-13%,-27,-3%,i,-14%,u,10%
CC1(C)Cc2c(sc3nc(-c4ccccc4)n(N)c(=O)c23)CO1,i,-17%,-1%,-12,10%,i,17%,u,-33%[inhibitor]
Cc1ccc(S(=O)(=O)N[C@H](C(=O)OCn2nnc3ccccc3c2=O)C(C)C)cc1,-16%[57.5 µM],12%,-1%,-23,-14%,i,15%,-20%,-11%
Cc1cc(Br)cn2c(Cc3ccccc3)c(-c3cccc(Br)c3)nc12,9%,0%,-1%,-51*,-8%,i,2%,u,17%
CC(=O)NNC(=O)c1cc2sccc2s1,23%,-7%,-2%,-17,-5%,i,-7%,-15%,-14%
CCOc1cc(C2C(C(=O)c3ccco3)=C(O)C(=O)N2Cc2ccccc2)ccc1O (configuration not stated),-15%,-5%,1%,4,5%,i,-6%,-14%,11%
NC(c1ccccc1)c1csc(Nc2ccc(C(=O)NCCCO)cn2)n1 (configuration not stated),-2%,0%,-4%,-23,0%,i,-1%,-85%,8%
Cc1onc(-c2c(F)cccc2Cl)c1C(=O)Nc1ccc(OC(C)C)cc1,-46%[inhibitor],u,x,x,19%,x,x,u,41%
CC1(C(=O)Nc2ccc3c(c2)OCCO3)CN(S(C)(=O)=O)CC(=O)N1CCc1ccc(O)cc1 (configuration not stated),-7%,-1%,x,11,-11%,i,8%,22%,-19%
CCOc1cccc(=O)c2c(C)oc(C)c12,-3%[57.5 µM],-15%,17%,-12,0%,i,8%,-4%,35%
C/C(CC(=O)NCc1ccc(F)cc1)=N\NC(N)=S,i,-13%,3%,-18,-24%,i,-4%,u,9%
CC(=O)NC(Cc1ccccc1F)C(=O)NC1CCN(C(=O)c2cnccn2)CC1 (configuration not stated),-18%,-26%,9%,-12,-10%,i,-2%,0%,21%
O=S(=O)(N[C@H](CO)c1ccccc1)c1ccc(Br)cc1F,-24%,17%,5%,-8,2%,i,2%,11%,-23%
CS(=O)(=O)c1ccc2nc(NC(=O)C3COc4ccccc4O3)sc2c1 (configuration not stated),-25%[57.5 µM],-3%,2%,-19,-4%,i,0%,11%,24%
CCOc1ccc(N=C2NC(=O)S/C2=C\c2ccc(N(C)C)cc2)cc1,-18%,11%,-10%,-69*,-13%,i,-3%,2%,40%
Cc1ccnc(NS(=O)(=O)c2ccc(NS(=O)(=O)c3ccc(Br)cc3)cc2)n1,-3%,10%,-8%,13,-4%,x,8%,16%,-22%
C=CC(=O)N1C/C=C\C(c2ccc(OC)cc2)N(Cc2ccc(F)cc2)C(=O)C1 (configuration not stated),-18%,1%,4%,0,-5%,i,-11%,u,-1%
